# CatB mixtures: cathepsin B inhibitors from pooled compounds, primary screen, biochemical, compound mixtures, AMC fluorescence. P07858. Purified cathepsin B, AMC dipeptide fluorescence. inhibition, %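 (ten-compound pools at 5 µM per compound and 50 µM total)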. 0.06% of 62,000 active. AID 488, 2006; in the data active = inhibition above about 22%, passing the limit was not always enough;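 also: 0% = enzyme without compound and 100% = no enzyme blank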
# DUSP1 inh: MKP-1 phosphatase inhibitors, primary screen, biochemical, in vitro | Dual specificity protein phosphatase 1 (Homo sapiens), P28562 | recombinant MKP-1, OMFP hydrolysis fluorescence | inhibition, %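 (compounds tested at a single concentration somewhere between 10 and 100 µM)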 | 0.15% of 65,000 active | AID 374, 2006;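 active = inhibition above about 50%, limit read from the data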;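 also: 0% = DMSO max control wells and 100% = wells with enzyme stopped by NaOH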
# Target sequence (P28562 whole entry, looked up): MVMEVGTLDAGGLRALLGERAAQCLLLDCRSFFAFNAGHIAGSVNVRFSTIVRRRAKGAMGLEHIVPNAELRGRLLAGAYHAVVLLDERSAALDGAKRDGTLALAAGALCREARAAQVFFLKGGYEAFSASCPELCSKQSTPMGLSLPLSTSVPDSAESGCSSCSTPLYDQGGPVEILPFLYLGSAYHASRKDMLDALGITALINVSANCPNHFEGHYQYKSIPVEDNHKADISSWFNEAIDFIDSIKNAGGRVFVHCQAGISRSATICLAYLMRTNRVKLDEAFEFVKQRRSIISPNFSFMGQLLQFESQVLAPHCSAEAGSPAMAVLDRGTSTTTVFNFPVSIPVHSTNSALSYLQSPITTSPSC
# CatB block: human cathepsin B inhibitors, primary screen, biochemical, fluorogenic substrate | P07858 | purified cathepsin B, fluorescence | inhibition, %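 (tested at 10 µM)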 | 0.1% of 63,000 active; in the data active = inhibition above about 21%;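 also: 0% = enzyme with no compound and 100% = no enzyme blank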
# AP complement: alternative complement pathway inhibitors, primary screen, biochemical, ELISA, human serum, orthogonally pooled compounds. LPS-coated ELISA, C3 deposition; tested in compound mixtures. inhibition, % at 5 µM. 0.08% of 62,000 active. AID 1235, 2008;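 active = inhibition above 30% in each of the two pooled mixtures holding the compound, so the lower value exceeds 30%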;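 also: 0% = serum in Mg-EGTA without compound and 100% = EDTA serum blank; some compounds past the cut are filed as inactive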
#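 Assay system: human serum alternative complement pathway, C3 deposition on LPS-coated wells; Dosing: 5 µM per compound in ten-compound mixtures; Detection: Anti-C3 ELISA, OD 450 nm; Buffer or medium: Mg2+-EGTA GVB++ buffer containing human serum at 1:15 dilution; Timing: 1 h at 37 °C; Replication: two different pools per compound.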
# E coli RNAP: E. coli RNAP inhibitors, biochemical. 0.2% of 62,000 active. DNA-directed RNA polymerase subunit beta (Escherichia coli (strain K12)), P0A8V2. inhibition, %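 (tested at 10 µM)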. E. coli RNA polymerase, fluorescence transcription assay. AID 559, 2006; in the data active = inhibition above about 20%;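 also: 0% = enzyme without compound and 100% = no enzyme blank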
# Ecoli tolC: growth inhibitors of E. coli tolC mutant, primary screen, strain BW25113 ΔtolC::kan, 384-well; 2.2% of 65,000 active; AID 573, 2007; growth inhibition, % at 10 µM (by protocol); OD615;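 active = growth inhibition at or above a cutoff equal to the mean over every tested compound plus 3 SD, cut at about 60% in these data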;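 also: growth measured after 20 h incubation at 37 °C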
#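 Assay system: tolC-deleted E. coli BW25113. Medium: kanamycin-containing LB broth (50 µg/mL). Dosing: 10 µM final, single dose. Timing: bacterial growth with compound for 20 h at 37 °C. Detection: A615 absorbance measurement. Read-out basis: growth inhibition in percent.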
# D1 mod: D1 CRE-luciferase signal change, two-sided – cell-based, HEK293 D1, dopamine EC30, D1 allosteric modulator project, primary screen; B-score at 10 µM; 5.9% of 58,000 active; AID 641, 2007; D(1A) dopamine receptor (Homo sapiens), P21728; dopamine EC30 potentiation; actives deviate in either direction;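 active = luminescence count or its row- and column-corrected plate score outside the 99.7% band of the plate's sample wells, on either side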
# Target sequence (P21728 whole entry, looked up): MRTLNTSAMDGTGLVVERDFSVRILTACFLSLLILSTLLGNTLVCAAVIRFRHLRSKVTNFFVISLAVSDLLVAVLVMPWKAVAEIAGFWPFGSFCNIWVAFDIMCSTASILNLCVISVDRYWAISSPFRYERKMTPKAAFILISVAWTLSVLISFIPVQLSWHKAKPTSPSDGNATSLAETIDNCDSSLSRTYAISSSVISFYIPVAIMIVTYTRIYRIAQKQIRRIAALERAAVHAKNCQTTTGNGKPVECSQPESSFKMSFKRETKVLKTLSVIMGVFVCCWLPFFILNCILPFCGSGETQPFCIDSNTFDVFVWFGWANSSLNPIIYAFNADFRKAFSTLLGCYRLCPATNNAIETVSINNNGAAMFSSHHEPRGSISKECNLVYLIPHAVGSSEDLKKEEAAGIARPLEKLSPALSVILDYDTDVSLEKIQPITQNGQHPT
# Cdc25B block: inhibitors of Cdc25B phosphatase catalytic domain, primary screen, biochemical, OMFP fluorescence; inhibition, %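 (compounds tested at 10 µM final in the well)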; recombinant Cdc25B, OMFP fluorescence Ex485/Em525; 0.1% of 65,000 active; AID 368, 2006; M-phase inducer phosphatase 2 (Homo sapiens), P30305; in the data active = inhibition above about 50%
# Hsp90 inh: tumor Hsp90 inhibitors, primary screen, cell lysate, fluorescence polarization, NCI-N417 lysate. Heat shock protein HSP 90-alpha (Homo sapiens), P07900. Cy3B-geldanamycin FP displacement. inhibition, % at 30 µM. 0.35% of 64,000 active;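 active = inhibition above 50%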;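 also: 0% = tracer plus lysate wells and 100% = tracer alone without lysate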
# Starred values were filed as active, the others as inactive; x = not tested or not shown.
SMILES,CatB mixtures,DUSP1 inh,CatB block,AP complement,E coli RNAP,Ecoli tolC,D1 mod,Cdc25B block,Hsp90 inh
COc1ccc(-n2nc3cc(C)c(NC(=O)c4cccnc4)cc3n2)cc1,8.7,7.4,-0.1,15.0,0.5,-1.3,0.32,1.7,-5.3
COc1ccc(-n2c(Cc3cc(=O)[nH]c(=O)[nH]3)nnc2SCC(=O)N2CCC(C)CC2)cc1,-0.3,-3.6,6.1,20.1,6.2,-22.7,0.032,-12.4,-4.2
COc1ccc(N2C(=O)c3ccc(NC(C)=O)cc3C2=O)cc1,1.3,7.8,0.1,14.4,2.8,-5.5,1.07,-1.9,-2.1
CC(=O)c1ccc(NC(=O)C2CCCN2S(=O)(=O)c2ccc(F)cc2)cc1 (stereo not drawn),4.1,-15.1,-4.7,14.1,8.8,-4.1,0.189,-2.3,-1.9
Nn1c(CSc2ccccn2)nc2ccccc2c1=O,2.5,21.9,7.1,-2.0,10.6,2.7,-0.301,-10.8,-2.0
CSCCC(N=CC1=C(O)CC(C)(C)CC1=O)C(=O)O (stereo not drawn),0.7,-9.5,2.3,-0.2,14.1,10.0,-0.0192,-13.9,-1.7
Cc1csc2nc(CSc3nncn3-c3ccccc3)c(Br)n12,-5.3,-13.4,-0.8,9.3,5.1,4.5,0.0217,0.1,-5.9
O=C(O)CCCCNS(=O)(=O)c1ccc(Cl)c(C(F)(F)F)c1,-0.9,-10.6,3.7,-1.6,1.8,-0.9,0.491,15.5,-1.4
CCOC(=O)Cc1csc(SCC(=O)Nc2sc3c(c2C(N)=O)CCC3)n1,3.6,14.9,0.2,1.7,11.1,5.6,0.0665,-0.1,x
COc1ccc(NC(=O)c2cnc3n(c2=O)CCS3)cc1OC,3.1,-2.6,1.9,-4.0,10.2,-10.2,0.527,2.4,1.0
CCC1CCc2sc(C(=O)O)cc2C1 (stereo not drawn),-0.6,11.8,1.3,13.4,3.9,10.1,-0.667,-7.1,x
Cn1c(Cc2csc(N)n2)nnc1SCC(=O)NCc1ccccc1,8.3,-2.5,5.5,6.8,4.5,3.0,0.0324,-6.6,-1.1
CCOC(=O)c1c(-c2ccc(C)o2)csc1NC(=O)COC(=O)c1cccs1,-7.9,4.9,3.6,-1.6,9.0,14.1,0.613,7.9,1.0
C=CCOc1ccc(/C(O)=C2\C(=O)C(=O)N(CCCOC)C2c2ccncc2)cc1 (stereo not drawn),1.9,-12.7,5.4,-4.4,9.9,3.6,-0.461,3.7,-0.7
COCCCN1C(=O)c2ccccc2C1C(=O)NC1CCCCCC1 (stereo not drawn),4.2,6.0,2.4,11.1,0.8,-1.0,-0.834,1.2,0.2
CC(C)(C)C(=O)N=C1SC2CS(=O)(=O)CC2N1c1ccc2c(c1)OCO2 (stereo not drawn),5.6,21.2,10.2,-3.6,3.2,-6.3,-0.424,19.7,0.6
Cc1nnc(SCC(=O)N2CCc3ccccc32)n1-c1ccccc1,-4.9,17.3,2.9,10.6,5.6,-3.5,-0.553,4.9,-8.8
COc1ccc(OC)c(C(c2nnnn2C2CCCC2)N2CCN(c3ccccc3F)CC2)c1 (stereo not drawn),6.2,-32.9,-0.7,11.9,5.9,23.7,-1.42,-1.9,2.7
O=C(NCC1CCCO1)C1CCN(S(=O)(=O)N2CCCC2)CC1 (stereo not drawn),-6.2,-2.3,0.3,-10.2,-4.7,-11.0,-0.218,14.0,-0.7
CCn1c(NCc2ccco2)nc2c1c(=O)n(C)c(=O)n2C,x,-25.3,x,x,x,-16.4,0.0521,-1.6,-2.5
O=c1[nH]nc2c3ccccc3cnn12,2.9,15.8,5.6,5.5,9.5,-7.8,0.413,-27.1,-1.7
Cc1ccc(C)c(N2CCN(CCCNC(=O)Cn3cc4c(n3)CCC(C)C4)CC2)c1 (stereo not drawn),9.5,-12.0,2.1,11.9,2.9,9.9,-2.8,-14.4,-2.3
Cc1ccc(C(=O)N2CCN(C(=O)CN3CCCC3)C2)cc1,-0.5,16.5,2.6,1.6,4.8,-27.5,0,-9.7,0.3
CCCCN(C)CCCNC(=O)CCn1nc(-c2ccccc2)ccc1=O,0.9,4.3,3.6,11.4,5.2,-12.7,-0.812,-3.1,-3.2
CNC(=O)N(O)C1N(C)C(=O)N(Cc2ccccc2)C1(C)C (stereo not drawn),1.2,-14.2,2.7,9.0,10.7,-9.9,-0.00405,-1.8,3.4
O=C(COn1nnc2ccc(Cl)cc21)NCc1ccccc1,0.5,31.0,0.5,2.6,4.5,4.6,-1.24,-13.7,-2.9
CC(NC(=O)c1cccc(N2CCCC2=O)c1)c1ccc2c(c1)OCCO2 (stereo not drawn),1.1,-6.9,-4.8,5.7,3.9,7.8,x,-2.9,-2.1
CCSC1=C(C#N)C(c2ccc(F)cc2)CC(=O)N1 (stereo not drawn),0.8,3.0,8.8,22.8,1.5,3.5,0.954,-14.3,0.4
CCCC(=O)Nc1ccc2nc(SCC(=O)Nc3nccs3)sc2c1,3.4,6.2,2.0,3.9,9.0,11.8,0.608,8.0,-6.0
O=C(NCc1ccco1)C1CCN(c2nnc(-n3cccc3)s2)CC1,0.6,5.9,1.2,10.9,3.5,-9.2,x,5.9,1.9

# 4 entries from above in a different format:
# Every second line gives: CatB mixtures, DUSP1 inh, CatB block, AP complement, E coli RNAP, Ecoli tolC, D1 mod, Cdc25B block, Hsp90 inh
> CC(NC(=O)c1cccc(N2CCCC2=O)c1)c1ccc2c(c1)OCCO2 (stereo not drawn)
 : 1.1, -6.9, -4.8, 5.7, 3.9, 7.8, x, -2.9, -2.1
> CCSC1=C(C#N)C(c2ccc(F)cc2)CC(=O)N1 (stereo not drawn)
 : 0.8, 3.0, 8.8, 22.8, 1.5, 3.5, 0.954, -14.3, 0.4
> CCCC(=O)Nc1ccc2nc(SCC(=O)Nc3nccs3)sc2c1
 : 3.4, 6.2, 2.0, 3.9, 9.0, 11.8, 0.608, 8.0, -6.0
> O=C(NCc1ccco1)C1CCN(c2nnc(-n3cccc3)s2)CC1
 : 0.6, 5.9, 1.2, 10.9, 3.5, -9.2, x, 5.9, 1.9

# Next section.
SMILES,CatB mixtures,DUSP1 inh,CatB block,AP complement,E coli RNAP,Ecoli tolC,D1 mod,Cdc25B block,Hsp90 inh
CCS(=O)(=O)n1nc(-c2ccc(Cl)cc2)nc1N,6.9,-1.5,2.5,14.2,7.0,-7.9,5.04*,-10.6,-3.2
Cn1c(=O)c2cc(S(=O)(=O)Nc3cccc(F)c3)ccc2n(C)c1=O,2.3,7.7,6.9,10.6,2.9,-9.4,-0.0348,1.6,-4.0
COc1ccc(CC(=O)NCc2nnc(SCCOc3ccccc3)n2C)cc1,5.7,-4.4,6.7,-2.9,9.9,5.6,-0.386,-8.4,-1.6
CCn1c(COc2ccc3c(c2)OCO3)nnc1SCC(=O)c1ccccc1,0.3,4.6,3.4,3.7,7.5,-1.3,-0.551,-1.2,-2.0
c1ccc2c(-n3cnnn3)cccc2c1,1.5,38.7,1.0,-11.4,8.6,-8.0,-0.0293,-10.8,-1.7
COc1ccc(NC(=O)c2cc(-c3cccs3)on2)cc1OC,2.4,8.6,-6.4,8.9,0.6,-20.5,-2.17,-10.1,3.0
Cc1ccc(S(=O)(=O)Nc2ccc3oc(=O)sc3c2)c(C)c1,-1.1,-14.3,0.5,2.3,0.7,26.4,-0.878,14.2,55.9*
O=C(O)C1CCCCC1C(=O)Nc1cccc(C(=O)N2CCCCC2)c1 (stereo not drawn),2.9,-0.9,2.5,25.7,4.8,-24.8,-0.0475,-7.1,-0.2
CCc1nnc(NC(=O)CSc2nccn2-c2cc(C)cc(C)c2)s1,4.9,8.8,2.4,16.5,5.9,9.0,-0.662,-11.0,-1.7
COc1ccc(Cn2c(=O)[nH]c3cc(C(=O)NCCCN4CCCCC4)ccc3c2=O)cc1,8.1,-3.5,0.8,12.4,0.9,-5.7,x,-14.7,x
N#CC(C(=O)NCc1ccccc1)c1nc2ccccc2nc1N1CCCC1 (stereo not drawn),-3.9,26.0,2.3,11.9,x,-7.6,2.12,-0.2,-4.4
CCc1c(C)nc(SCC(=O)Nc2cccc(Br)c2)[nH]c1=O,-0.7,12.8,-2.6,11.4,-2.7,-5.5,-0.138,10.7,0.1
CC12CCC(C(=O)O)(C/C1=N\O)C2(C)C (stereo not drawn),4.6,5.1,-8.0,15.6,-0.3,-20.8,-0.199,-3.3,-0.3
CCOc1ccc(CCNC(=O)C2CCN(c3nn4c(=O)cc(C)nc4s3)CC2)cc1OCC,1.0,12.0,0.0,12.2,4.1,-3.2,2.12,-5.8,-5.5
Cn1c(=O)c(C(=O)c2ccccc2)nc2ccccc21,2.6,-6.9,3.4,-4.4,x,-0.5,0.759,-0.3,-6.1
O=C1CCC(C(=O)NCCCn2ccnc2)N1 (stereo not drawn),0.2,-17.7,2.0,-24.5,-7.1,4.1,2.06,3.7,-0.2
Cc1cc(=O)[nH]c(SCC(=O)N2c3ccccc3CC2C)n1 (stereo not drawn),2.8,5.7,6.2,-11.9,5.1,-2.7,-0.263,23.8,-6.6
CC(C)OP(=O)(c1ccc(N(C)C)cc1)C(O)c1ccncc1 (stereo not drawn),-1.4,-3.1,12.6,-1.0,9.0,-1.3,-0.762,-0.5,-3.2
COc1ccc(-n2c(Cc3cccn3C)nnc2SCC(=O)Nc2nccs2)cc1,1.3,8.7,-0.5,12.4,0.4,3.8,-0.258,-10.6,-3.2
c1c2c(cc3sc(N4CCOCC4)nc13)OCCO2,4.5,2.1,7.2,-1.0,13.1,2.2,-4.87*,-15.7,0.2
C=CCNCc1cccn1-c1ccccc1,4.1,-15.9,2.9,18.5,2.2,-10.8,0.0673,-1.6,-10.4
Cc1ccc(S(=O)(=O)N(C)CCCC(=O)Nc2ccccn2)cc1,x,17.4,x,x,x,-13.9,0.00859,3.9,-4.0
COc1ccc(Cl)cc1N1C(=O)C2CCCN2C1c1cccc(F)c1 (stereo not drawn),-2.1,2.0,3.1,11.5,12.9,-1.7,-0.354,-15.7,2.1
c1ccc(Cn2nnc3c(NCc4ccc5c(c4)OCO5)nc(C4CC4)nc32)cc1,2.1,27.0,1.7,16.7,3.0,11.6,x,-2.9,1.4
C[C@]12CC[C@@H]3c4ccc(OS(=O)(=O)O)cc4CC[C@H]3[C@@H]1CCC2=O,-8.8,-1.8,4.2,6.3,8.0,-1.5,0.0593,-15.3,-2.6
CCCC(c1nnnn1Cc1ccco1)N1CCN(c2cc(Cl)ccc2C)CC1 (stereo not drawn),6.4,-1.0,-0.3,16.8,7.8,11.8,-1.11,-11.7,-0.8
CCOc1ccc(C2N(c3cc(Cl)ccc3OC)C(=O)C3CCCN32)cc1OC (stereo not drawn),2.4,9.3,-0.8,11.2,4.2,-8.7,2.13,-4.3,-1.7
CCc1ccccc1NC1=NCC(=O)N1Cc1ccc(OC)cc1,-1.7,6.5,-3.3,-1.8,8.8,7.5,1.24,-9.7,x
CC1(C)CSC(=S)N1S(=O)(=O)c1ccccc1,-3.5,37.4,1.2,11.4,10.9,1.6,-1.28,-7.7,-4.4
O=C(c1cccnc1Nc1ccc2c(c1)CCC2)N1CCOCC1,0.4,14.3,0.1,-20.1,4.8,-4.1,1.73,4.5,0.5
CCNS(=O)(=O)c1ccc2nc(NC(=O)c3cccnc3)sc2c1,4.1,-5.0,7.5,7.6,9.5,-7.0,1.07,-7.7,-7.7

# Screens: PubChem BioAssay, several laboratories
